Source: PubChem BioAssay (National Center for Advancing Translational Sciences (NCATS))
RXFP1 antag – RXFP1 (human) relaxin receptor antagonism. activity change, negative = inhibition, % at 57.5 µM. actives 0.59% (n = 350,000). HEK293-RXFP1, relaxin-stimulated cAMP HTRF, 30 min; active compounds read low. AID 1259400;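 active = activity change of -60% or lower, but not beyond a set lower limit; inconclusive = change between -60% and -40%, or beyond the set limit; inactive = change above -40%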; note: % is set by controls: 0 for no effect and ±100 for the full control effect
Apoferritin bind – candidate novel general anesthetic via apoferritin binding | P02791 | apoferritin/1-aminoanthracene competitive binding, fluorescence | Potency, µM (series often up to 77.5 µM), for the others: top-dose activity change, negative = displacement, most hits filed as inhibitors | actives 0.074% (n = 350,000) | AID 485281; note: potency is the fitted concentration of half-maximal effect; % is set by controls: 0 for no effect and ±100 for the full control effect; nearly all actives have a fitted effect of over 20% in size
Target sequence (P02791 2-175 limits assumed): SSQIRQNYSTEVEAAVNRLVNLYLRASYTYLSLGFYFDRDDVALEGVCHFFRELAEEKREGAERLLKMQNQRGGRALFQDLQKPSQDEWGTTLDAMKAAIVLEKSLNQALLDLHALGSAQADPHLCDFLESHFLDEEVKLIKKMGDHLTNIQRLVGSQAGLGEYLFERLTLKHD
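Steps: apoferritin (10 uM) was premixed with half-saturated 1-AMA in PBS, compounds were pin-transferred, plates stood 10 min at room temperature, fluorescence was read at 380/535 nm, and curves were fitted with a Hill equation.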
APE1 inh – APE1 (human) endonuclease inhibition | recombinant APE1, TAMRA/BHQ-2 abasic DNA cleavage fluorescence | actives 0.35% (n = 350,000) | P27695 | Potency, µM (top dose mostly 65.8 µM), without a hit: top-dose activity change, negative = inhibition, hits mostly inhibitors;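 note: potency is the fitted concentration of half-maximal effect; plate controls were vehicle for no effect and reference inhibitor for full effect; nearly all actives have a fitted effect of over 55% in size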
Target sequence (P27695 whole entry, looked up): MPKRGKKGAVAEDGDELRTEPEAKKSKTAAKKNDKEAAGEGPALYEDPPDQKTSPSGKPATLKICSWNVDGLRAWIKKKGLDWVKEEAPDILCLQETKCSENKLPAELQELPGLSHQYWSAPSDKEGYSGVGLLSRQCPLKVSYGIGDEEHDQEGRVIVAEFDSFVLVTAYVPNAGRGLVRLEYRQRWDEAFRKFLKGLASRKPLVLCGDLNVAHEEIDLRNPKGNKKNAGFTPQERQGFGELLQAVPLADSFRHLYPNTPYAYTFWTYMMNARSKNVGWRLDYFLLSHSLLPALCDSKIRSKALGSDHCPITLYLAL
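Endonuclease cleavage of a quenched abasic-site DNA duplex (50 nM) by APE1 (0.75 nM) was tracked by TAMRA dequenching. Compounds were preincubated with enzyme 15 min at room temperature; data normalized to buffer-only and DMSO wells plus NSC13755 control.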
POLI inh – inhibitors of human DNA polymerase iota | Q9UNA4 | Pol iota fluorescent replication assay, 10 min | Potency, µM (top dose mostly 115 µM), for inactives: at the top dose activity, negative = inhibition, actives largely listed as inhibitors | actives 1% (n = 390,000); note: potency is the fitted concentration of half-maximal effect
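Pol iota at 10 nM preincubated 15 min with compounds at room temperature; reaction started with fluorescent substrate, 50 nM final. Fluorescence read kinetically at 0 and 10 min; buffer-only wells as negative control.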
PGK inhibitor – inhibitors of T. brucei phosphoglycerate kinase; P07378; PGK/GAPDH coupled, Kinase-Glo luminescence, 60 min; Potency, µM (series often up to 57.5 µM), for the others: at the top dose activity change, negative = inhibition, hits mostly inhibitors; actives 0.043% (n = 380,000); AID 602233; note: potency is the fitted concentration of half-maximal effect; % is set by controls: 0 for no effect and ±100 for the full control effect; nearly all actives have a fitted effect of over 60% in size
Target sequence (P07378 whole entry, looked up): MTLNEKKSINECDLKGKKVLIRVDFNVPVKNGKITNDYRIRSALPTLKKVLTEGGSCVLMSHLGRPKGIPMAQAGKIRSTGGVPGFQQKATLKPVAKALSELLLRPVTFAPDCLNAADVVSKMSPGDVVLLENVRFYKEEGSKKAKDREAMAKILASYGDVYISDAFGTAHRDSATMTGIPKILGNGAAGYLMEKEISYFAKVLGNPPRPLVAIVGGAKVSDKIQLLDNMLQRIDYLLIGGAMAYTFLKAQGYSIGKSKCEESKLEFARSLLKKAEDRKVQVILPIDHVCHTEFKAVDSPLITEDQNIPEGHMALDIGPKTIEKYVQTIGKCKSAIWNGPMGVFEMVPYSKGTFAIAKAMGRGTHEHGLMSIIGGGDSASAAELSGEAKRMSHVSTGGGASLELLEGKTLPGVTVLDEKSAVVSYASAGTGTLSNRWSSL
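Recombinant glycosomal PGK reaction used 1,3-bisphosphoglycerate generated in-well by GAPDH (100nM final) in 100mM TEA pH 7.6, 5mM MgCl2, 0.01% Tween-20. After 60 minutes at room temperature, ATP was read by Kinase-Glo Plus luminescence end-point.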
POLH inh – blocks human DNA polymerase eta activity; AID 588591; Q9Y253; actives 1.2% (n = 390,000); Potency, µM (doses to about 114 µM), for the others: at the top dose activity change, negative = inhibition, hits mostly inhibitors; recombinant Pol eta, fluorescent DNA replication assay; note: potency is the fitted concentration of half-maximal effect; % is set by controls: 0 for no effect and ±100 for the full control effect
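Pol eta at 10 nM preincubated with compounds 15 min at room temperature; reaction started with fluorescent substrate (50 nM final) and read kinetically at 0 and 10 min.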
Pol beta inh – blocks human DNA polymerase beta activity; P06746; Pol beta primer extension/strand displacement, fluorescence kinetic; Potency, µM (doses to about 114 µM), inactives show at the top dose activity change, negative = inhibition, hits mostly inhibitors; actives 1.3% (n = 340,000); AID 485314; note: potency is the fitted concentration of half-maximal effect; % is set by controls: 0 for no effect and ±100 for the full control effect
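Reaction started by 50 nM substrate onto compound-treated Pol beta (10 nM, 15 min preincubation, room temperature); plates read at 0 min and 10 min. Normalized concentration-effect data fitted by four-parameter Hill equation.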
BLM inh – blocks DNA unwinding by human BLM helicase. P54132. recombinant BLM DNA unwinding, fluorescence dequenching. Potency, µM (top dose mostly 56.1 µM), for the others: at the top dose activity change, negative = inhibition, hits mostly inhibitors. actives 0.2% (n = 350,000);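 note: potency is the fitted concentration of half-maximal effect; plate controls were vehicle for no effect and no enzyme for full effect; nearly all actives have a fitted effect of over 35% in size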
Pol kappa inh – blocks human DNA polymerase kappa activity; Q9UBT6; purified Pol kappa, fluorescent DNA synthesis assay, 10 min; Potency, µM (top dose mostly 107 µM), without a hit: at the highest dose activity, negative = inhibition, most hits filed as inhibitors; actives 0.53% (n = 400,000); AID 588579; note: potency is the fitted concentration of half-maximal effect; % is set by controls: 0 for no effect and ±100 for the full control effect
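Inhibition of 10 nM Pol kappa is measured by a fluorescent read-out at 0 and 10 min following addition of 50 nM substrate (final), with a 15-min room-temperature compound preincubation.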
* marks the source's active call; other numbers are inactive results; i = inactive; ? = inconclusive; . = not tested or not shown; ! = not confirmed by another sample; [ ] = remark or other dose. Unless noted, calls come from the whole dose curve; as a rule, active = well fitted curve in the direction sought with a large enough effect; inconclusive = small, poorly fitted or top-dose-only effect, or another doubt; inactive = no such curve, though single readings can be large; an effect the other way counts as inactive or inconclusive. The list is partial; the hit share may differ from the screen's.

entry | structure | RXFP1 antag | Apoferritin bind | APE1 inh | POLI inh | PGK inhibitor | POLH inh | Pol beta inh | BLM inh | Pol kappa inh
1 | CCOc1cccc(C2C(C#N)=C(N)Oc3cc(C)n(Cc4ccccn4)c(=O)c32)c1OCC (stereo not drawn) | -8 | -10% | -2% | 4% | i | -19% | 14% | -3% | -2%
2 | CCOc1ccc2nc(SCC(=O)NCc3ccco3)sc2c1 | -2 | -13% | -6% | 12% | -9% | 9% | 14% | -5% | -4%
3 | Cc1c(Cc2ccccc2)c(=O)oc2cc(OCC(=O)NCC(O)c3ccccc3)ccc12 (stereo not drawn) | 5 | ? | 65%[activator] | 8% | 5% | -2% | -6% | 0% | -17%
4 | COC(=O)c1c(NC(=O)c2nc(SCc3ccc(C)cc3)ncc2Cl)sc2c1CCCC2 | . | 3% | . | -8% | 2% | -8% | -14% | 2% | ?
5 | COc1ccccc1C(=O)NNC(=O)c1ccc(NS(=O)(=O)c2cccs2)cc1 | -4 | -15% | 24% | -13% | 0% | -10% | 2% | 0% | -3%
6 | O=C(CSc1nnc2scc(-c3ccccc3)n12)Nc1ccc(Cl)cc1 | 0 | -2% | . | 13% | . | . | -1% | -2% | 3%
7 | Cc1cc(C(=O)OCC(=O)NC(=O)NC(C)(C)C)c(C)o1 | -19 | ? | 6% | -3% | i | -12% | 7% | -3% | -4%
8 | COc1cc(/C=N/NC(=O)CC2(C)OCCCO2)ccc1OCc1ccc(Cl)cc1Cl | -12 | -5% | -3% | 270%[activator] | -1% | ? | 6% | -2% | -24%
9 | CN1CCN(S(=O)(=O)c2ccc(C(=O)NC3CCCCC3)cc2)CC1 | -19 | . | . | -16% | -1% | -7% | . | . | 1%
10 | Cc1cccc(OCC(=O)Nc2nnc(-c3ccco3)s2)c1 | -28 | -7% | -4% | 24% | -4% | -20% | ? | -12% | -15%
11 | COc1ccc(N/C=C(\C2OC(=O)c3ccccc32)[N+](=O)[O-])cc1 (stereo not drawn) | -10 | -6% | -4% | 29% | -3% | -10% | 22% | 2% | 3%
12 | COc1cc(NC(=O)Cc2noc3ccccc23)cc(OC)c1OC | -6 | ? | . | -16% | 0% | -16% | 0% | -4% | -12%
13 | NC(=O)C[n+]1cccc(C(=O)Nc2ccccc2)c1 | 1 | -22% | 14% | 44%[activator] | 0% | -7% | 37% | -1% | -7%
14 | COCC(=O)OCn1nnc2ccccc2c1=O | 8 | -10% | 2% | -11% | -1% | 3% | 10% | 3% | -1%
15 | C[C@](N)(Cc1ccc(O)c(O)c1)C(=O)O | 9 | -8% | 1.6µM*! | 25µM* | -6% | ? | 1.1µM* | 18µM*! | 2.7µM*!
16 | COC(=O)C1CCN(C(=O)COC(=O)C2CCN(S(=O)(=O)c3c(Cl)cccc3Cl)CC2)CC1 | 0 | . | -19% | -12% | 3% | -1% | . | . | -17%
17 | O=C(Cc1ccc([N+](=O)[O-])cc1)Nc1ccc(Br)cn1 | -17 | 4% | -12% | 79%[activator] | -6% | -12% | 52% | -1% | -8%
18 | CC(=O)Nc1ccc(C(=O)N/N=C/c2ccc(F)cc2)cc1 | 7 | 1% | 2% | -5% | i | -7% | 13% | 1% | 12%
19 | CCN1CCN(c2nc3sc4c(c3c3ncnn23)CC(C)CC4)CC1 (stereo not drawn) | -5 | -16% | 7% | 11% | 0% | -1% | 12% | 6% | -12%
20 | CCCNC(=O)c1ccc2c(=O)c(O)c(C)[nH]c2c1 | . | 0% | -1% | ? | -10% | -19% | -13% | -1% | -4%
21 | O=C(c1cccc(S(=O)(=O)NCc2ccccc2)c1)N1CCN(c2ccccc2Cl)CC1 | -3 | . | . | 89µM* | 6% | -17% | . | . | -8%
22 | O=C(NCCc1ccccc1)C1COc2ccccc2O1 (stereo not drawn) | 7 | -4% | -10% | -3% | . | -15% | 0% | -2% | 4%
23 | c1ccc(-c2nc3ccccc3c3nncn23)cc1 | -2 | -14% | 2% | 52%[activator] | 3% | -13% | ? | -2% | -4%
24 | O=C(Nc1ccc2nc3n(c(=O)c2c1)CCCCC3)C(=O)N1CCN(c2ccccc2)CC1 | -3 | -10% | 3% | 8% | -5% | -8% | 2% | 2% | 1%
25 | COc1cc(/C=C2\C(=O)NN(c3ccccc3)C2=O)ccc1OCC(N)=O | . | -8% | -2% | . | . | . | -26% | 0% | .
26 | Cc1cc2cc(OCc3ccccc3)ccc2n1C | 1 | -5% | -6% | 28% | -1% | -7% | 47% | 7% | 12%
27 | O=C(/C=C/c1ccc(F)cc1)N1CC[C@@]2(O)CCCC[C@H]2C1 | -9 | -3% | -6% | 41%[activator] | -5% | -15% | 6% | -6% | 11%
28 | Cc1ccc(S(=O)(=O)N(C)CC(=O)OCC(=O)c2ccc3c(c2)NC(=O)CO3)cc1 | -9 | . | 5% | 36%[activator] | -8% | ? | . | . | -12%
29 | N#C/C(=C\c1ccc(OC(F)F)cc1)C(=O)N1CCCCC1 | -8 | 5% | 5% | 16% | -1% | -7% | 1% | -4% | 7%
30 | CC(=O)Nc1ccc(NC(=O)COc2ccc(Cl)cc2Cl)cc1 | 2 | 1% | 65%[activator] | 20% | -1% | -1% | -2% | -4% | -6%
31 | COC(=O)c1c(-c2cccs2)csc1NC(=O)c1ccc(Br)cc1 | -7 | 7% | . | 26% | -4% | -15% | -2% | -8% | -3%
32 | CC(=O)C[C@@H](O)CC(=O)[C@@H]1OC(=O)[C@@H](C)C/C=C\Cc2ccccc21 | . | . | -1% | 16% | -7% | -12% | . | . | -3%
33 | CC(Sc1ccccc1)C(=O)NN=C1CCN(C)CC1 (stereo not drawn) | 8 | -16% | -1% | 43%[activator] | -4% | -3% | 34% | -5% | 1%
34 | Cc1noc(C)c1NC(=O)N(C)C[C@@H]1Oc2c(NC(=O)c3ccncc3)cccc2C(=O)N([C@H](C)CO)C[C@@H]1C | . | . | 9% | 8% | -7% | -1% | . | . | 7%
35 | Cc1cc(C)n2cc(COc3ccc4ccccc4c3)nc2n1 | -3 | ? | 4% | 59%[activator] | -10% | -13% | 10% | 6% | -12%
36 | O=C(c1ccco1)N(Cc1cccnc1)c1nc2ccc(F)cc2s1 | -1 | 52%[activator] | . | -20% | 15% | -7% | 0% | -1% | -11%[60.1 µM]
37 | O=C1/C(=C/c2cccnc2)Oc2cc(OS(=O)(=O)c3ccc(Cl)cc3)ccc21 | -2 | -6% | -3% | -3% | i | -20% | 8% | 0% | 1%
38 | OCCC1CN(Cc2cc(F)ccc2-n2cccn2)CCN1Cc1ccc(F)cc1 (stereo not drawn) | -9 | 4% | 0% | 3% | -1% | 7% | 11% | -2% | -5%
39 | COc1ccc(C(=O)c2nccc3cc(OC)c(OC)cc23)cc1OC | 1 | . | 28% | ? | -6% | ? | . | . | -16%
40 | O=C(CSc1nnc(CNC(=O)c2c(F)cccc2Cl)o1)Nc1cccc(F)c1 | -15 | -4% | . | 16% | 10% | -12% | -14% | -2% | -15%
41 | CCOCCCNc1c2c(nc3cc(-c4ccc(F)cc4)nn13)CCC2 | 1 | -5% | -1% | 0% | 4% | 13% | 6% | -6% | -12%
42 | COc1ccc(OC)c(Nc2nc(-c3ccc(C)cc3)nc3ccccc23)c1 | -2 | 39%[activator] | . | 11% | -9% | -20% | 2% | -7% | -1%[60.1 µM]
43 | CCc1ccccc1N1CC23C=CC(O2)C(C(=O)O)C3C1=O (stereo not drawn) | 9 | -2% | 4% | -15% | -4% | -5% | -2% | -1% | -18%
44 | O=C(CSC1=N/C(=C/c2ccc(Cl)c(Cl)c2)C(=O)N1c1ccccc1F)NC1CC1 | . | -10% | -2% | 13% | -12% | -10% | 4% | -11% | -4%
45 | O=C(NCC1CCCO1)C(=O)N/N=C/c1ccc(O)c(Cl)c1 (stereo not drawn) | -15 | -6% | 2% | 36%[activator] | i | -11% | -1% | -1% | -4%
46 | COC(=O)c1c(N)n(-c2cc(Cl)cc(Cl)c2)c2nc3ccccc3nc12 | . | 12% | . | 15% | -8% | -2% | -12% | -1% | -2%
47 | O=C(NCC1CCCO1)C1CCN(S(=O)(=O)c2cccnc2)CC1 (stereo not drawn) | 1 | -3% | -3% | -1% | -1% | -11% | 24% | 2% | -14%
48 | Cc1ccc(NS(=O)(=O)c2ccc(NC(=O)[C@@H]3CCCC[C@@H]3C(=O)O)cc2)c(C)c1 | -4 | ? | 2% | -5% | -2% | -9% | 41% | -3% | -21%
49 | CCOc1ccc(C(=O)COC(=O)c2ccc(-n3cnnn3)cc2)cc1 | -6 | -8% | -9% | 33%[activator] | -3% | -1% | ? | -1% | 10%
50 | COc1ccc(NC(=O)C2C(=O)N(CCO)C3(C)CC2c2ccccc2O3)cc1 (stereo not drawn) | -9 | -8% | ? | 3% | -9% | -4% | ? | -5% | -4%
